H37Rv inhibition: M. tuberculosis growth inhibition, HTS (AID 449762); 330,000 compounds, 0.59% hits; inhibition, % at 25 µM, or IC50 in µM where a hit was titrated; M. tuberculosis H37Rv growth inhibition, 7H9 media; higher % means a stronger effect; in the data active means a potency from the dose series; inconclusive means inhibition above about 70% without an active follow-up result;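 further: bacterial growth assessed after seven days of incubation; strong numbers were not always called active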
M. tuberculosis: growth inhibition of non-replicating M. tuberculosis (AID 488890); Mycobacterium tuberculosis non-replicating, growth inhibition; higher % means a stronger effect; inhibition, % at 25 µM, or IC50 in µM where a hit was titrated; 320,000 compounds, 0.39% hits; in the data active means a potency from the dose series; inconclusive means inhibition mostly from about 82% at the one dose, without a potency; inactive means the rest, 99 in 100 with inhibition below about 76%;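 further: plate controls were DMSO cells for no effect and high antibiotic wells for full effect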
PhoP GFP inhibition: PhoP regulon inhibitors, Salmonella typhi PhoP promoter GFP reporter, confirmatory (AID 1850); Salmonella Typhi PhoP-promoter GFP reporter, fluorescence, 4 h; higher % means a stronger effect; inhibition, % at 50 µM; hits with a dose series show IC50 in µM; 310,000 compounds, 0.33% hits; in the data active means a potency from the dose series; inconclusive means inhibition mostly from about 25% at the one dose, without a potency; inactive means the rest, 99 in 100 with inhibition below about 19%;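 further: 0% = induced wells with vehicle and 100% = uninduced wells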
influenza NS1A: NS1A inhibition, H1N1 influenza, cell based functional assay (AID 504329). NS1A functional cell-based assay, percent inhibition; higher % means a stronger effect. inhibition, % at 12.5 µM, or IC50 in µM where a hit was titrated. 340,000 compounds, 0.3% hits; in the data active means a potency from the dose series; inconclusive means inhibition above about 27% without an active follow-up result; further: strong numbers were not always called active
VEEV TC-83 Vero: inhibitors of VEEV TC-83 cytopathic effect, confirmation, Vero cells (AID 588727); Vero cells, VEEV TC-83 cytopathic effect inhibition; higher % means a stronger effect; one-dose inhibition, % at 20 µM; IC50 in µM for titrated hits; 350,000 compounds, 0.13% hits; in the data active means a potency from the dose series; inconclusive means inhibition mostly from about 14% at the one dose, without a potency; inactive means the rest, 99 in 100 with inhibition below about 12%; further: strong numbers were not always called active
VEEV TC-83 Vero 10K pilot screen: also measured in VEEV TC-83 Vero; calls as there; inhibition, %; measured here: 10K pilot screen inhibition
Starred values were filed as active, the others as inactive; i = inactive; u = inconclusive; x = not tested or not shown; & = joins results of further samples.

SMILES	H37Rv inhibition	M. tuberculosis	PhoP GFP inhibition	influenza NS1A	VEEV TC-83 Vero	others
Cc1ccc(CC(=O)N2CCOCC2)cc1	-11%	-11%	-2%	3%	0.9%
Cc1sc2nc(CN3CCCC3)nc(N3CCN(S(=O)(=O)c4ccccc4)CC3)c2c1C	10%	22%	x	-14%	2.0%
Cc1ccc(C(=O)Nc2ncc3c(n2)CC(c2ccco2)CC3=O)cc1 (stereo unspecified)	-10%	0%	-3%	-12%	i	VEEV TC-83 Vero 10K pilot screen=0.1
CCc1cc2cc3c(cc2nc1SCC(=O)Nc1nccs1)OCO3	3%	-5%	-4%	-1%	0.8%
CC(C)C[C@H](NC(=O)N1CC(=O)Nc2ccccc21)C(=O)N[C@H](Cc1ccccc1)C(=O)O	1%	2%	-4%	-1%	0.8%
Cc1oc(-c2ccc(-c3ccccc3)cc2)nc1CN1CCN(CC(=O)N(C)C)CC1	-2%	20%	1%	1%	1.1%
COc1cccc(CN(C)CC(=O)NCc2ccccc2Cl)c1OC	0%	23%	-4%	2%	1.5%
CCN(CC)c1ccc(N=Cc2ccc([N+](=O)[O-])o2)cc1	u	u	-5%	u	7.2%
O=C(Nc1ccccc1)c1ccc(N2CCN(c3ccccn3)CC2)c(S(=O)(=O)N2CCOCC2)c1	49%	34%	5%	1%	0.1%	VEEV TC-83 Vero 10K pilot screen=3.8
COc1ccc(Nc2cc(C(=O)NCCCN3CCN(C)CC3)c3ccccc3n2)cc1OC	-8%	x	11%	8%	0.7%

Four entries from above, arranged by number of heavy atoms, low to high.
SMILES	H37Rv inhibition	M. tuberculosis	PhoP GFP inhibition	influenza NS1A	VEEV TC-83 Vero	others
COc1cccc(CN(C)CC(=O)NCc2ccccc2Cl)c1OC	0%	23%	-4%	2%	1.5%
Cc1ccc(C(=O)Nc2ncc3c(n2)CC(c2ccco2)CC3=O)cc1 (stereo unspecified)	-10%	0%	-3%	-12%	i	VEEV TC-83 Vero 10K pilot screen=0.1
Cc1sc2nc(CN3CCCC3)nc(N3CCN(S(=O)(=O)c4ccccc4)CC3)c2c1C	10%	22%	x	-14%	2.0%
COc1ccc(Nc2cc(C(=O)NCCCN3CCN(C)CC3)c3ccccc3n2)cc1OC	-8%	x	11%	8%	0.7%

New compounds follow:
SMILES	H37Rv inhibition	M. tuberculosis	PhoP GFP inhibition	influenza NS1A	VEEV TC-83 Vero	others
CN(C)CCCOC(=O)c1ccccc1	-12%	-14%	4%	-3%	0.2%
COc1ccc([C@H]2CC(=O)C=C(c3ccc(-c4ccccc4)cc3)C2)cc1OC	-3%	-1%	x	5%	0.4%	VEEV TC-83 Vero 10K pilot screen=0.1
O=C(NCCN1CCNCC1)c1ccccc1O	3%	-1%	-4%	x	0.2%
CCOC(=O)/C=c1\s/c(=C\c2ccc3cc(OC)ccc3c2)c(=O)n1CC(=O)NCc1ccc2c(c1)OCO2	3%	4%	-7%	-7%	0.8%
COc1ccc(NC(=O)c2ccco2)cc1NC(=O)c1cccnc1	-4%	-18%	-11%	6%	2.1%
O=C(CNC(=O)/C=C/c1ccco1)N=Nc1c(O)[nH]c2ccccc12	3%	-1%	4%	3%	i
Cn1c(=O)c2nc(SCc3ccccc3)n(C)c2n(C)c1=O	x	x	x	-2%	0.7%
N#Cc1cc2c(=O)n3ccccc3nc2n(CCCn2ccnc2)c1=N	-2%	-1%	-1%	7%	1.3%
Cc1csc(=O)n1CC(=O)OCC(=O)NNC(=O)c1ccc([N+](=O)[O-])cc1	56%	2%	-4%	12%	i
COCCN(C(=O)CSc1nnc(C)n1Cc1ccccc1)c1c(N)n(CC(C)C)c(=O)[nH]c1=O	7%	-4%	-8%	-5%	1.6%

In the list so far, 4 have a furan ring, fused or not:
SMILES	H37Rv inhibition	M. tuberculosis	PhoP GFP inhibition	influenza NS1A	VEEV TC-83 Vero	others
Cc1ccc(C(=O)Nc2ncc3c(n2)CC(c2ccco2)CC3=O)cc1 (stereo unspecified)	-10%	0%	-3%	-12%	i	VEEV TC-83 Vero 10K pilot screen=0.1
CCN(CC)c1ccc(N=Cc2ccc([N+](=O)[O-])o2)cc1	u	u	-5%	u	7.2%
COc1ccc(NC(=O)c2ccco2)cc1NC(=O)c1cccnc1	-4%	-18%	-11%	6%	2.1%
O=C(CNC(=O)/C=C/c1ccco1)N=Nc1c(O)[nH]c2ccccc12	3%	-1%	4%	3%	i

The listing continues:
SMILES	H37Rv inhibition	M. tuberculosis	PhoP GFP inhibition	influenza NS1A	VEEV TC-83 Vero	others
O=C1C2CCC(C(O)C2)N1Cc1ccccc1 (stereo unspecified)	-5%	-13%	3%	10%	i
CC(C)NC(=O)NC(=O)COc1ccc(Br)cc1Br	1%	31%	-10%	-1%	5.8%
CC1CN(C(=O)c2cccc(S(=O)(=O)Nc3ccccc3Cl)c2)CC(C)O1 (stereo unspecified)	-13%	-14%	-9%	-9%	i
COc1ccc(CCNC(=O)C(C)OC(=O)c2nsc(Cl)c2Cl)cc1OC (stereo unspecified)	5%	-12%	5%	-3%	i
Cc1cccc(N2CCN(C(=O)COc3cc(=O)n(C)c4ccccc34)CC2)c1C	u	70%	-2%	6%	2.6%
O=C1CC2(CCCCC2)Oc2ccccc21	3%	3%	-12%	2%	0.1%
CCOc1ccccc1C(=O)OCC(=O)Nc1nnc(-c2ccccc2)o1	u	i	-4%	-3%	1.6%
N/C(=N\OC(=O)Cc1ccc(-c2ccccc2)cc1)c1ccncc1	62%	0%	2%	4%	i
CS(=O)(=O)c1ccccc1-c1csc(N2CCC(C(N)=O)CC2)n1	-2%	18%	x	x	x
CN(C)C=NCCn1c(N2CCOCC2)nc2c1c(=O)n(C)c(=O)n2C	3%	-25%	5%	2%	1.6%
CCn1c(CSCc2ccc(C)cc2)nnc1SCC(=O)N1CCN(c2ccccc2)CC1	0%	27%	10%	11%	3.0%
CCCn1c(-c2cccnc2Cl)nc2cc(Cl)c(Cl)cc21	-1%	2%	-2%	1%	i
NC(=O)C1CCN(C(=O)c2ccc(-c3ccccc3)cc2)CC1	-3%	-3%	-13%	9%	1.0%
CC(CN1CCCCC1)OC(=O)CCc1ccccc1 (stereo unspecified)	-8%	-6%	8%	-22%	1.1%
Cc1cc(C)c(C(=O)OCC(=O)NC(=O)c2ccccc2)c(C)c1	-4%	-10%	1%	-15%	1.6%
O=C(CSc1nc2c(c(=O)n1-c1ccc(Cl)cc1)SCC2)N1CCOCC1	-4%	2%	-2%	9%	i	VEEV TC-83 Vero 10K pilot screen=0.0
CC1(C)CC(=O)C=C(Nc2ccc(F)cc2)C1	-4%	-6%	-3%	-3%	0.6%
O=C(Nc1ccc2c(c1)OCO2)c1c[nH]c(=O)n(-c2ccc(F)cc2)c1=O	-4%	-10%	-5%	4%	6.9%
O=C(CN1C(=O)/C(=C\c2ccccc2F)SC1=S)Nc1nc2ccccc2s1	-6%	55%	-8%	-1%	1.2%
Cc1ccc(C(=O)Nc2cccc(C(F)(F)F)c2)cc1NC(=O)c1nccnc1N	1%	-2%	-5%	8%	1.1%&0.4%
COc1ccc(OC)c(/C=N/NC(=O)c2c(C)nc3ccc(C)cn23)c1	23%	-8%	-15%	-7%	i
CCc1ncc(CN2CCCC(C(=O)Nc3ccc(-c4cscn4)cc3)C2)cn1 (stereo unspecified)	-2%	-14%	12%	0%	1.5%
COC(=O)/C(=C1/Oc2ccc(C(C)(C)C)cc2S1)C(F)(F)F	-2%	32%	-8%	-5%	0.1%
O=C(CN1C(=O)NC2(CCCC2)C1=O)NNC(=O)c1ccc(Cl)cc1	-4%	-8%	x	-4%	2.5%
COc1ccccc1CN(C)C(=O)CNC(=O)c1cccc(Cl)c1	-11%	-5%	0%	-13%	i
Cc1cc2ccccn2c1C(=O)Nc1ccc(Cl)cc1	5%	7%	-3%	-7%	1.1%
Cc1ccc(S(=O)(=O)NCCN2CCOCC2)cc1	-7%	-5%	-10%	-1%	3.2%
O=C(c1cc2ccccc2c(=O)o1)N1CCc2ccccc2C1	-5%	6%	1%	2%	0.3%
CCN(CC)C(=O)Cn1cc(S(=O)(=O)CC(=O)NCCc2ccccc2)c2ccccc21	3%	-15%	-5%	-9%	7.3%
CCOc1ccccc1/C=N/NC(=O)c1cccc(S(=O)(=O)N(CC)CC)c1	11%	9%	-2%	3%	i
CCOc1ccccc1NC(=O)C1CCN(S(=O)(=O)c2ccc(OC)c(OC)c2)CC1	-7%	2%	-5%	-2%	0.5%
O=C(NCC1CCCO1)c1ccc2c(c1)C(=O)N(c1cccc([N+](=O)[O-])c1)C2=O (stereo unspecified)	3%	-7%	17%	-17%	0.1%
CN(C)/C=N/C(=S)Nc1ccc(Br)cc1F	5%	39%	-13%	-4%	1.6%
Cc1cc(C(=O)COc2ccccc2C#N)c(C)n1C1CC1	u	56%	-5%	-6%	1.1%
Cc1ccc2c(C)c(C(=O)N3CCCCC3CO)oc2c1C (stereo unspecified)	5%	17%	0%	-3%	1.5%
COc1cc(CC(=O)OCC(=O)Nc2cc([N+](=O)[O-])ccc2F)cc(OC)c1OC	3%	12%	-10%	5%	0.3%
O=C(O)c1ccc2c(c1)C(=O)N(c1ccc(Cl)cn1)C2=O	-7%	x	x	5%	i
O=C(NCc1cccnc1)c1nc(-c2ccccc2)n(-c2ccccc2)n1	3%	21%	-5%	-6%	4.2%
CCSC1(SCC)N=C(N)C2(C#N)C(c3ccc(OC)c(OC)c3OC)C12C#N (stereo unspecified)	0%	5%	-6%	1%	0.8%
O=C(CCC(=O)N1CCN(c2cccc(Cl)c2)CC1)c1cccs1	54%	21%	6%	2%	9.6%
CCC(C)NC(=O)c1ccc(CS(=O)(=O)c2ccc(OC)cc2)o1 (stereo unspecified)	2%	3%	-8%	1%	i
O=C(c1ccc(NS(=O)(=O)c2ccc(F)cc2)cc1)N1CCC1	-2%	-2%	-4%	-1%	3.9%
O=C(CSc1ccc2nnc(-c3ccncc3)n2n1)NCc1ccco1	-1%	x	-9%	1%	1.7%
CS(=O)(=O)N(CCc1ccccc1)CC(=O)NCC1CCCO1 (stereo unspecified)	-8%	-4%	-3%	2%	i
CC(NC(=O)CCNC(=O)c1ccccc1Cl)c1ccc(-n2ccnc2)cc1 (stereo unspecified)	-13%	-5%	-5%	-12%	1.2%
Cc1cccc(C2=NOC(=O)/C2=C\c2ccccc2F)c1	44%	u	x	-3%	0.8%
O=C(NCC1CCCO1)c1ccccc1OCc1ccc(F)cc1 (stereo unspecified)	10%	-5%	4%	-17%	0.1%
CC(C)(C)OC(=O)N1CCC(C(=O)NNC(=O)c2ccc(Cl)cc2Cl)CC1	-1%	-4%	-11%	0%	0.8%
Cc1ccc(S(=O)(=O)Oc2cccc([N+](=O)[O-])c2)cc1	x	x	x	-3%	i

Assay outcomes deposited in PubChem by Southern Research Specialized Biocontainment Screening Center.
